# TbREL1 inh – TbREL1 RNA ligase inhibitors, primary screen, biochemical, FRET fluorescence. RNA-editing ligase 1, mitochondrial (Trypanosoma brucei brucei), P86926. TbREL1 RNA ligation. inhibition, % at 9.66 µM. 89,000 compounds, 0.49% hits. AID 1117264, 2014;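 active = inhibition above the mean inhibition across all screened compounds plus 3 SD, cut at about 11% in these data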;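 also: 0% = plate median of test wells and 100% = NSC42067 control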
# Target sequence (P86926 whole entry, looked up): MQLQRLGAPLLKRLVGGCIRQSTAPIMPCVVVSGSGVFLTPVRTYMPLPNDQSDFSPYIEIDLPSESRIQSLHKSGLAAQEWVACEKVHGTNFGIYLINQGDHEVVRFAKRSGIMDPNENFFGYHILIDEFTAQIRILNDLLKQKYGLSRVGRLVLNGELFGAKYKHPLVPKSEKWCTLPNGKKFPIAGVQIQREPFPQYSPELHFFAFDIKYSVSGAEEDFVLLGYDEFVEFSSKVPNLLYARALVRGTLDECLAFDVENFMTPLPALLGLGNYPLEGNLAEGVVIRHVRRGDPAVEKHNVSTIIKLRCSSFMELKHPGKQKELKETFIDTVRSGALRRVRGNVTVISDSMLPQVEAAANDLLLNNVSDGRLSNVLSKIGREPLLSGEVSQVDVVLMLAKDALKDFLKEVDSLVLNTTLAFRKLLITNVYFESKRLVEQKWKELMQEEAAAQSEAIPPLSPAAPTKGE
# * = called active by the depositor. Some of the compounds tested (hit frequency here may not be typical).
SMILES,TbREL1 inh
COc1ccccc1C(=O)NC(=S)Nc1ccc(N2CCOCC2)cc1,-4
COc1ccc(Cc2nnc(SCC(=O)Nc3ccccc3C#N)o2)cc1,7
CCOC(=O)N1CCN(C2CCCN(C(=O)c3cccc(N(C)C)c3)C2)CC1 (stereo unspecified),-3
CCNC(=O)C1(C)CCCN(Cc2ccc(-c3ccccc3)o2)C1 (stereo unspecified),-3
N#CC(C#N)=C1C(=O)N(CCN2CCCCC2)c2ccccc21,-1
Cc1ccc(OCC(=O)c2cc(C)n(-c3cc(C)on3)c2C)c([N+](=O)[O-])n1,-7
CCN1/C(=C/c2ccc3cc(C)ccc3[n+]2CC)Sc2cc(C)c(C)cc21,-6
CNc1ccc2ncc(-c3cccc(C(=O)N(C)C)c3)n2n1,9
CC(Sc1nccn1C)C(=O)c1c(N)n(C)c(=O)n(C)c1=O (stereo unspecified),4
O=C(COC(=O)CNC(=O)c1cccc([N+](=O)[O-])c1)Nc1cccc(S(=O)(=O)N2CCCC2)c1,0
O=C(CN1C(=O)COc2ccccc21)Nc1ccc(F)cc1,-2
CCN(CC)S(=O)(=O)c1cccc(-c2nnc(SCC(=O)NCCC3=CCCCC3)n2N)c1,2
CCc1ccccc1OCC(=O)Nc1ccc2c(c1)OCCO2,-2
Cc1ccc(C)c(S(=O)(=O)N2CCN(c3nc(CN4CCOCC4)nc4sc(C)c(C)c34)CC2)c1,0
CCc1nnc(NC(=O)CSCc2cc(=O)n3nc(C)sc3n2)s1,0
Cc1ccccc1OCC(=O)N/N=C/c1cn(Cc2ccccc2)c2ccccc12,-2
O=C(CSc1nnc(-c2ccccc2)n1-c1ccc(Cl)cc1)c1ccccc1Br,-7
Cc1ccc(NC(=O)c2ccc(S(=O)(=O)N3CCCCC3)cc2)cc1,-2
COC(=O)[C@]1(C)N[C@H](CN(C)C(=O)c2ccc(F)cc2)[C@@H]2C(=O)N(Cc3ccccc3)C(=O)[C@@H]21,1
COc1ccc(CN2CCC(n3nccc3NC(=O)C3CC3)CC2)c(Cl)c1OC,2
Cc1ccc([N+](=O)[O-])cc1NC(=O)CN1CCC(C)CC1,-2
CC1(C)CC(=O)C2=C(C1)OC(N)=C(C#N)C21C(=O)N(CN2CCOCC2)c2ccccc21 (stereo unspecified),4
Nc1[nH]c(C(=O)c2ccccc2)c(-c2ccc(O)cc2)c1C(=O)NCCc1c[nH]c2ccccc12,-5
CCOC(=O)c1[nH]c(C)c(C(=O)Nc2ccc(Cl)cc2)c1C,0
C[C@@H](NC(=O)c1nc[nH]c1C(=O)NCc1ccccc1)c1ccccc1,1
COc1ccccc1NC(=O)COC(=O)C12CC3CC(CC(Br)(C3)C1)C2,0
Cc1cc2c(cc1S(=O)(=O)Nc1cccc(F)c1)n(C)c(=O)c(=O)n2C,3
CCCCNC(=O)N1CCCC1C(=O)Nc1cccc(OC)c1 (stereo unspecified),-2
O=C(NCCCc1ccccc1)[C@H](Cc1c[nH]c2ccccc12)NC1(C(=O)NCCc2c[nH]c3ccccc23)CCOCC1,-5
Cc1ccc(Cl)cc1N1CCN(C(=O)C2CCN(c3nnc(-n4cccc4)s3)CC2)CC1,-3
c1ccc2ncc(-n3ccnc3)cc2c1,9
O=c1cc(CSc2nnc3ccccn23)c2c(ccc3ccccc32)o1,1
O=C1OC(c2ccc3c(c2)OCO3)N(C(=O)c2ccc(Cl)c(Cl)c2)c2ccccc21 (stereo unspecified),4
N#Cc1cccnc1N1CCN(C(=O)c2ccc3c(c2)S(=O)(=O)c2ccccc2C3=O)CC1,-1
O=C1C(=O)N(Cc2cccnc2)C(c2cccc(F)c2)/C1=C(/O)c1ccc2c(c1)OCO2 (stereo unspecified),2
CCc1nnc(NS(=O)(=O)c2ccc(NC(=S)NC(=O)c3ccccc3)cc2)s1,-1
Cc1ccccc1N1CCN(C(=O)c2cccnc2)CC1,-1
CCN(CC)c1ccc(NC(=O)CN2C(=O)CSc3ncccc32)c(C)c1,-4
CCOC(=O)c1ccc(NC(=O)c2nc[nH]c2C(=O)N[C@@H](Cc2ccccc2)C(=O)OC(C)(C)C)cc1,3
O=C(NC1CCCC1)C(c1cccnc1)N(C(=O)c1csnn1)C1CC1 (stereo unspecified),2
Cc1ccnc(SCC(=O)Nc2sccc2C#N)n1,3
Cc1ccc(-c2nnc(SCC(=O)c3ccc(O)c(O)c3)n2-c2ccc(Cl)cc2)cc1,-8
CC(=O)N(C)c1ccc(C=C2C=Cc3ccccc32)cc1,2
CN(c1cccc(NC(=O)c2ccc(CN3CCc4ccccc4C3)cc2)c1)S(C)(=O)=O,-5
Cc1cc(=O)[nH]c(N/N=C/c2ccc(N(C)C)cc2)n1,-1
O=C(Nc1ccccc1-c1ccccc1)c1ccc(Cl)c([N+](=O)[O-])c1,2
COc1ccc(-c2nnc3ccc(SCC(=O)N4CCCC4)nn23)cc1,-1
CN(CC(=O)Nc1ccccc1C(F)(F)F)CC(=O)N1CCCCCC1,1
CC1(C(=O)NS(=O)(=O)C2CC2)CCCN(C(=O)c2ccc3ccccc3c2)C1 (stereo unspecified),0
CCc1ccc(-c2cc(C)no2)cc1S(=O)(=O)N1CCN(c2ccc(C(C)=O)cc2)CC1,4
Cc1ccc(SCc2cc(=O)[nH]c(Nc3nc(C)c4cccc(C)c4n3)n2)cc1,-1
Cc1cccc(CN2CCN(C3CN(Cc4ccccc4)S(=O)(=O)C3)CC2)c1 (stereo unspecified),-4
COc1ccccc1C(=O)NCCC(=O)NC1CCCCCC1,8
COc1ccc(/C=N\n2nnc3ccccc32)cc1,1
CCCCN1C(=O)C(O)(CC(=O)c2ccccc2OC)c2ccccc21 (stereo unspecified),-3
CC(C)C[C@@H]1COc2cccc(N3CCC[C@H]3CO)c2S(=O)(=O)N1,1
CS(=O)(=O)Cc1nc2ccccc2n1CC(=O)Nc1cccc(S(=O)(=O)N2CCCC2)c1,0
COC(=O)c1cc(S(=O)(=O)N(Cc2ccccc2)C(C)(C)C)c[nH]1,-2
CCOc1ccc(/C(O)=C2/C(=O)C(=O)N(CCN(CC)CC)C2c2ccco2)cc1 (stereo unspecified),-3
Cc1csc(NC(=O)C2CC(=O)N(c3ccc(C)c(C)c3)C2)n1 (stereo unspecified),0
# Later entries:
SMILES,TbREL1 inh
O=C(Cn1c(C(F)(F)F)nc2ccccc21)Oc1cccc(C(F)(F)F)c1,0
COC(=O)c1ccc(C(=O)N2CCCC(Nc3ccc(F)c(F)c3)C2)cc1 (stereo unspecified),-6
O=C(N/N=C\c1ccccn1)c1cccc(C(=O)N/N=C\c2ccccn2)n1,-7
O=C1C(N2CCOCC2)=Cc2cccc3cccc1c23,-6
CC1CCC(CN2C(Nc3ccccc3)=NC[C@@H]2C)CC1 (stereo partly specified),5
Cc1ccccc1NC(=O)CN1C(=O)COc2ccc(Cl)cc21,-1
COc1ccc(C(C)C)cc1S(=O)(=O)Nc1ncn[nH]1,-2
COc1ccc(C(=O)COC(=O)c2sccc2C)cc1OC,0
Cc1ccc(CNc2ccc([N+](=O)[O-])cc2C(N)=O)cc1,4
Cc1ccc(Sc2cc(Cl)nc(N)n2)cc1,4
Cc1ccc(C(=O)NCCN2CCOCC2)cc1S(=O)(=O)N1CCCCC1,-2
COC(=O)CNC(=O)CNC(=O)c1nn(-c2ccc(OC)c(Cl)c2)c(=O)c2ccccc12,0
Cc1c(NC(=O)CN2C(=O)c3ccc([N+](=O)[O-])cc3C2=O)c(=O)n(-c2ccccc2)n1C,-2
OC(CON=C1c2ccccc2-c2ccccc21)CN1CCNCC1 (stereo unspecified),11
CCOc1cc(C2C(C#N)=C(N)OC3=C2C(=O)CC(C)(C)C3)cc([N+](=O)[O-])c1O (stereo unspecified),-6
O=C(COC(=O)c1ccc2c(c1)OCO2)Nc1ccccc1Cl,3
Cc1ccc(C(=O)n2ccc3ccc(-c4ccc5ccn(Cc6ccccc6)c5c4)cc32)cc1,3
O=C(Nc1ccc(C(=O)Oc2ccccc2)c(O)c1)c1ccco1,2
Cc1ccc(NC(=O)CS(=O)CC(=O)NCC2OCCc3ccccc32)c(C)c1 (stereo unspecified),3
C#CCNC(=O)C[C@@H]1C(=O)N(CCc2ccc(Cl)cc2)C2=CCCCC[C@]21C(=O)OC,-3
C=CCNC(=O)/C(=C/c1cn(-c2ccccc2)nc1-c1cccc([N+](=O)[O-])c1)NC(=O)c1ccccc1,1
CCCCC1=C([O-])C2N=CC=CC2=[N+](c2ccccn2)C1=O (stereo unspecified),7
COC(=O)CCCC1=CC2=C(c3ccccc3)C(=O)C(C)(OC(=O)C3CCCC3)C(=O)C2=CN1C1CCCCC1 (stereo unspecified),-3
Cc1ccc(NC(=O)N2CCC(C(=O)NCCC3=CCCCC3)CC2)cc1,-3
Cc1cc(C)cc(N(CC(=O)NCC2CCCO2)C(=O)CN2C(=O)COc3ccccc32)c1 (stereo unspecified),-1
CCOC(=O)C1=C(COC(=O)c2ccc(C)s2)NC(=O)NC1C (stereo unspecified),4
O=C(CCl)Nc1cc(S(=O)(=O)N2CCCCCC2)ccc1Cl,8
CCOC(=O)C(=Cc1ccc(-c2ccsc2C(=O)OC)o1)C(=O)OCC,4
O=C1N=c2ccccc2=C1c1sc(=O)[nH]c1O,2
Cc1ccc(C(=O)N2C(CC(=O)Nc3ccc(Cl)cc3)C(=O)NC3CCCCC32)cc1 (stereo unspecified),-4
O=C(Nc1ccc(NC(=O)c2ccco2)c(Cl)c1)c1cccc([N+](=O)[O-])c1,10
CC(C)C(=O)Nc1ccc(N2CCOCC2)c(S(=O)(=O)Nc2ccccc2Cl)c1,-2
CCN(CC(=O)Nc1ccccc1OC)C(=O)CN1C(=O)NC(C)(c2ccc3ccccc3c2)C1=O (stereo unspecified),-3
O=C(c1ccco1)N1CCN(C2CN(C3CCCCC3)S(=O)(=O)C2)CC1 (stereo unspecified),4
CC(C)OC(=O)c1cc(=O)[nH]c2ccccc12,0
COC(=O)c1cccc(-n2sc3ccccc3c2=O)c1,-5
CC(=O)Nc1ccc(NC(=O)/C(=C/c2ccco2)NC(=O)c2ccccc2)cc1,-3
COC(=O)c1ccccc1C(=O)N1CCOCCN(C(=O)c2ccccc2C(=O)OC)CCOCC1,-2
COCc1cc(=O)[nH]c(SCC(=O)Nc2ccccc2)n1,0
COC(C[C@H]1O[C@H]1C(=O)COCc1ccccc1)OC,0
CCOc1cccc(OCCOc2ccccc2[N+](=O)[O-])c1,2
COc1ccc(C(C#N)(CCC#N)CCC#N)cc1OC,2
Cc1ccc(NC(=O)c2cc(NC(=O)C3CC=CCC3C(=O)O)ccc2N2CCOCC2)cc1Cl (stereo unspecified),-2
COc1ccc(C(=O)c2oc3ccccc3c2N)cc1,-1
S=C1NC2=C(CCCC2=C2SCCCS2)C(c2ccccc2)N1 (stereo unspecified),-5
CC1CCCCN1c1ncnc2ccccc12 (stereo unspecified),5
N#Cc1c(-c2cccs2)cc(C2CC2)nc1SCC(N)=O,-1
O=C(c1ccc(S(=O)(=O)N2CCOCC2)cc1)N(c1ccccn1)C1CCCCC1,-2
COCCn1nnnc1C(c1ccc(C(F)(F)F)cc1)N1CCOCC1 (stereo unspecified),-2
COc1ccccc1CNS(=O)(=O)CCNCCc1ccccc1,2
O=C(/C=C/c1ccc(Cl)cc1)Nc1nccs1,4
Cc1c(Nc2cc(N3CCCCCC3)c3nonc3c2[N+](=O)[O-])c(=O)n(-c2ccccc2)n1C,-1
O=C(CCNC(=O)Cn1ccc2ccccc2c1=O)NCCN1CCN(c2ccccc2F)CC1,-1
CCOc1ccc(S(=O)(=O)N2CCCCC2)cc1NC(=O)CCc1ccc(OC)cc1,1
O=C(N/N=C/c1ccc(O)cc1O)c1ccc(CN2C(=O)c3cccc4cccc2c34)cc1,3
COc1ccccc1N1CCN(c2cc(=O)n(-c3ccc(Cl)cc3)c(=O)[nH]2)CC1,2
O=S(=O)(c1ccc(F)cc1F)N1CCN(CCO)CC1,5
COC(=O)C1=C[C@@H](C(=O)OC)[C@@H]2C3=C(C(=O)C2(C)C)[C@H](C)n2c(=O)n(-c4ccccc4)c(=O)n2[C@@H]3C1,-2
CC(C)NCc1cccc([N+](=O)[O-])c1,8
O=C(OCC(O)CN1CCCCC1)C12CC3CC(CC(C3)C1)C2 (stereo unspecified),0
CCOC(=O)C1CCCN(c2c(NCCCN(CC)c3cccc(C)c3)c(=O)c2=O)C1 (stereo unspecified),-9
CCN(C(=O)[C@@H](C1CC1)[C@@H](O)c1ccc(C(C)=O)cc1)c1ccccc1,1
CC(C)c1cc(C(=O)OCC(=O)N2CCN(C(=O)c3ccco3)CC2)c(O)c(C(C)C)c1,0
